HTR5A inv ag = HTR5A inverse agonists in luminescence cell assay, primary screen, counter-screen for OPRM1-OPRD1 heterodimer inverse agonist project, full-deck HTS. HTR5A cell line, inverse agonism. AID 504634, 2011. actives 0.083% (n = 340,000). inhibition, % at 9.3 µM. 5-hydroxytryptamine receptor 5A (Homo sapiens), P47898; in the data active = inhibition mostly above about 23%, no sharp cut-off; inactive = mostly below about 18%;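 also: 0% = cells with DMSO and 100% = no-cell wells with DMSO; some compounds called inactive have numbers as strong as hits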
Pemphigus Ab inh = inhibitors of pemphigus antibody binding to DSG3, primary screen, biochemical, bead-based, flow cytometry, scFv-GFP | binding (percent of control), % at 10 µM | actives 0.48% (n = 310,000) | DSG3-coupled beads, scFv-anti-DSG3-GFP binding; active compounds read low | AID 588358, 2011;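 active = binding more than 3 SD below its plate's average and above zero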;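 also: hits lower antibody fragment binding to DSG3; some compounds called inactive have numbers as strong as hits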
HTR5A ag = HTR5A agonists in luminescence cell assay, primary screen, counter-screen for OPRM1-OPRD1 heterodimer agonist project, full-deck HTS; cell-based; AID 504692, 2011; activation, % at 9.3 µM; actives 0.61% (n = 340,000); in the data active = activation mostly above about 9.5%, no sharp cut-off; inactive = mostly below about 7.6%;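 also: 0% = cells with vehicle only and 100% = reference agonist; strong numbers were not always called active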
DAGLB inh = DAGLB lipase inhibitors, primary screen, biochemical, fluorescence, HTS; AID 504411, 2011; Diacylglycerol lipase-beta (Homo sapiens), Q8NCG7; inhibition, % at 5.17 µM; actives 0.059% (n = 340,000); HEK293T DAGLB membrane lysate, EnzChek fluorogenic substrate; in the data active = inhibition above about 34%;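 also: 0% = enzyme with vehicle and 100% = wells lacking enzyme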
Arr AP2 block = inhibitors of beta-arrestin/AP2 binding, primary screen, biochemical, GPCR trafficking, flow cytometry; beta-arrestin 1 C-terminal peptide binding to AP2 beta2-adaptin appendage (human); actives 0.31% (n = 340,000); FITC-arrestin peptide / GST-AP2 beads; AP2 beta2 appendage carries R879A mutation; inhibition, % at 10 µM; AID 504490, 2011;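 active = inhibition above a set limit, near 3 SD of compounds lacking own fluorescence, cut at about 54% in these data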;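 also: plate controls were DMSO wells for no effect and 5 µM unlabelled arrestin peptide for full effect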
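Assay system: GST-AP2 R879A bound to glutathione beads, E. coli-expressed; Medium: PBS with 0.05% Tween 20 and 0.1% BSA; Also added: fluorescein-tagged arrestin peptide at 50 nM final; Timing: 12 min plus 1 h, RT; Measured by: flow cytometry, FL1 (488/535 nm); Evaluation: percent drop in bead-associated FITC signal.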
PKA-R1A act = activators of PKA-R1A holoenzyme, primary screen, biochemical, fluorescence polarization, Cy5-IP20, bovine R1A, mouse PKAc. cAMP-dependent protein kinase type I-alpha regulatory subunit (Bos taurus) + …. PKA-R1A dissociation; scaled: DMSO 0%, 113 µM cGMP 100%. activation, % at 11.4 µM. actives 0.083% (n = 340,000). AID 504707, 2011;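 active = percent activation above the mean of all tested compounds plus 3 SD, cut at about 19% in these data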;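 also: higher means more PKAc released from R1A so a rise in polarization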
MOR-DOR ag = agonists of OPRM1-OPRD1 heterodimerization, primary screen, cell-based, luminescence | actives 0.3% (n = 340,000) | AID 504326, 2011 | cells | activation, % at 9.3 µM | Mu-type opioid receptor (Homo sapiens) + Delta-type opioid receptor (Homo sapiens), …; in the data active = activation above about 18%;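 also: 0% = vehicle-treated cells and 100% = reference agonist; values of inactives mirror those of a sister screen read the other way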
V-ATPase pH = regulators of yeast V-ATPase proton pumping, primary screen, pHLuorin cytosolic pH fluorescence. actives 0.37% (n = 350,000). S. cerevisiae. response, % at 10 µM; in the data active = response mostly above about 7.3%, no sharp cut-off; inactive = mostly below about 5.4%; also: actives read high; inactives centre near 0; some compounds called inactive have numbers as strong as hits; reference of the scale not given here
OPRM1-OPRD1 inv = inverse agonists of MOR-DOR heterodimerization, primary screen, cell-based, luminescence; Mu-type opioid receptor (Homo sapiens) + Delta-type opioid receptor (Homo sapiens), …; cell-based MOR-DOR heterodimer luminescence, inverse agonism; inhibition, % at 9.3 µM; actives 0.21% (n = 340,000); AID 504357, 2011; in the data active = inhibition above about 22%, passing the limit was not always enough;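 also: 0% = cells with DMSO and 100% = wells without cells with DMSO; values of inactives mirror those of a sister screen read the other way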
PKA-R2B act = activators of PKA-R2B holoenzyme, primary screen, biochemical, fluorescence polarization, Cy5-IP20, human; PKA-R2B holoenzyme dissociation; R2B truncated from residue 108, S112A mutant; 0% DMSO only, 100% 113 µM cGMP; activation, % at 11.4 µM; actives 0.079% (n = 340,000);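 active = activation above a cutoff set at the mean over all compounds plus 3 SD, cut at about 18% in these data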;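 also: higher means more holoenzyme dissociation and a rise in polarization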
Target sequence (P31323 whole entry, looked up, other chains not shown, the tested form may be a part): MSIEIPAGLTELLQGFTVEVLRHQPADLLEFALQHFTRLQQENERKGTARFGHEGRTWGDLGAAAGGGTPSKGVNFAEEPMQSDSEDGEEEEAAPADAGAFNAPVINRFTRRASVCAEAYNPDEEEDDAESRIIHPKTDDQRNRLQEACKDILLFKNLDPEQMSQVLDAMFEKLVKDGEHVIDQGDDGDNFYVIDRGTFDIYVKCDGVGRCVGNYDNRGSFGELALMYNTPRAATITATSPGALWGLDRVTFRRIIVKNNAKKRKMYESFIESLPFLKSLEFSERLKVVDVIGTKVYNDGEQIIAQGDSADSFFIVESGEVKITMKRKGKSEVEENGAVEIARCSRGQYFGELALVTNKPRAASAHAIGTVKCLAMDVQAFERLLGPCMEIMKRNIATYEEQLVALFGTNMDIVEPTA
Numbers without * were called inactive.

SMILES	HTR5A inv ag	Pemphigus Ab inh	HTR5A ag	DAGLB inh	Arr AP2 block	PKA-R1A act	MOR-DOR ag	V-ATPase pH	OPRM1-OPRD1 inv	PKA-R2B act
CN(Cc1ccc(Cl)s1)C(=O)CSc1nnc(C2CC2)n1C1CC1	8.2	93.2	-3.4	-2.0	34.3	-2.7	-2.4	-2.5	10.1	6.7
CCNC(=O)NC(=O)C(C)Oc1ccc(C(=O)OC)cc1 (configuration not stated)	18.8	104.8	1.1	1.6	-3.0	-8.6	-1.3	1.6	7.2	-4.2
Cc1cc(CN(C)C(=O)CC2C(=O)NCCN2Cc2ccc(-c3ccccc3)cc2)on1 (configuration not stated)	-19.2	112.1	0.1	2.2	-2.4	-5.2	-1.6	0.9	8.0	-11.3
O=C(O)c1cc(S(=O)(=O)N2CCOCC2)ccc1N1CCCCC1	-17.9	109.2	-13.5	-2.2	4.7	-13.8	-2.2	-1.3	11.0	-8.3
COc1ccc2nc(/C=N/NC(=O)[C@H](CCSC)NC(=O)OC(C)(C)C)ccc2c1	-27.6	102.6	4.4	-3.2	-10.3	9.3	-1.1	3.1	5.6	-5.5
CN(Cc1ccccc1)C(=O)COC(=O)CCC(=O)c1ccc(F)cc1	-3.3	118.2	0.8	-0.4	0.0	0.7	-0.2	1.2	0.8	0.3
COc1cccc(C(=O)CSc2nnc(-c3ccco3)n2CC2CCCO2)c1 (configuration not stated)	-17.8	99.9	-3.4	-2.7	-12.6	-2.4	-4.2	-1.2	23.9	-4.0
N#Cc1c(NC(=O)COC(=O)C2CC3C=CC2C3)oc(-c2ccccc2)c1-c1ccccc1 (configuration not stated)	27.0	102.4	0.5	-7.2	2.7	0.8	0.5	3.0	-2.4	-5.4

6 of the compounds above, in markdown.
| structure | HTR5A inv ag | Pemphigus Ab inh | HTR5A ag | DAGLB inh | Arr AP2 block | PKA-R1A act | MOR-DOR ag | V-ATPase pH | OPRM1-OPRD1 inv | PKA-R2B act |
| --- | --- | --- | --- | --- | --- | --- | --- | --- | --- | --- |
| Cc1cc(CN(C)C(=O)CC2C(=O)NCCN2Cc2ccc(-c3ccccc3)cc2)on1 (configuration not stated) | -19.2 | 112.1 | 0.1 | 2.2 | -2.4 | -5.2 | -1.6 | 0.9 | 8.0 | -11.3 |
| O=C(O)c1cc(S(=O)(=O)N2CCOCC2)ccc1N1CCCCC1 | -17.9 | 109.2 | -13.5 | -2.2 | 4.7 | -13.8 | -2.2 | -1.3 | 11.0 | -8.3 |
| COc1ccc2nc(/C=N/NC(=O)[C@H](CCSC)NC(=O)OC(C)(C)C)ccc2c1 | -27.6 | 102.6 | 4.4 | -3.2 | -10.3 | 9.3 | -1.1 | 3.1 | 5.6 | -5.5 |
| CN(Cc1ccccc1)C(=O)COC(=O)CCC(=O)c1ccc(F)cc1 | -3.3 | 118.2 | 0.8 | -0.4 | 0.0 | 0.7 | -0.2 | 1.2 | 0.8 | 0.3 |
| COc1cccc(C(=O)CSc2nnc(-c3ccco3)n2CC2CCCO2)c1 (configuration not stated) | -17.8 | 99.9 | -3.4 | -2.7 | -12.6 | -2.4 | -4.2 | -1.2 | 23.9 | -4.0 |
| N#Cc1c(NC(=O)COC(=O)C2CC3C=CC2C3)oc(-c2ccccc2)c1-c1ccccc1 (configuration not stated) | 27.0 | 102.4 | 0.5 | -7.2 | 2.7 | 0.8 | 0.5 | 3.0 | -2.4 | -5.4 |
